Screening data as filed in PubChem BioAssay.
Hsp70 inhibitors = small molecules displacing fluorescent ligand from Hsp70 – biochemical, fluorescence polarization, primary screen (AID 583). Hsp70 fluorescence polarization probe displacement, mP; higher % means a stronger effect. one-dose displacement, % at 20 µM; IC50 in µM for titrated hits. actives 0.06% (n = 140,000); in the data active = displacement above about 50%;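 also: plate controls were vehicle for no effect and reference ligand for full effect; a part of the inactive calls stands beside numbers as strong as those of hits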
MKP-3 inhibition = inhibition of rat DUSP6 enzyme activity – biochemical, in vitro, primary screen (AID 425); recombinant MKP-3 phosphatase activity, fluorescence; higher % means a stronger effect; inhibition, % at 20 µM; hits with a dose series show IC50 in µM; actives 0.17% (n = 110,000); in the data active = inhibition above about 50%;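 also: plate controls were vehicle for no effect and reference inhibitor for full effect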
Starred values were filed as active, the others as inactive; / = not tested or not shown; & = joins results of further samples.

SMILES | MKP-3 inhibition | Hsp70 inhibitors
CCCCOc1ccc(/C=C2\SC(=S)N(CCC(=O)OC)C2=O)cc1OC | 3% | 2.8%
O=C(O)C(Cc1c[nH]c2ccccc12)NS(=O)(=O)c1ccccc1[N+](=O)[O-] (stereo not given) | 3% | -7.8%
CC(C)OP(=O)(OC(C)C)C(Nc1cccc([N+](=O)[O-])c1)c1cccc([N+](=O)[O-])c1 (stereo not given) | 3% | -7.8%
COc1ccc(C2C(C(=O)N3CCC(C)CC3)c3ccccc3C(=O)N2C)cc1 (stereo not given) | -10% | 3.4%
CCN(CC)C(=O)C(=O)Nc1cc(C(F)(F)F)ccc1Cl | / | -1.5%
Cc1ccccc1NC(=O)C(=O)NCc1ccc2c(c1)OCO2 | 1% | 0.7%
O=C(Nc1ccc(Cl)cn1)c1cccc(OCc2ccccc2)c1 | -6% | -0.1%
O=C(CC1S/C(=N\N=C\c2cccc(O)c2)NC1=O)Nc1ccc(Cl)c(Cl)c1 (stereo not given) | 3% | 0.1%
Clc1cc(Cl)c2nc(N3CCCCC3)sc2c1 | 7% | -1.3%
CC(Oc1ccccc1)C(=O)Nc1ccc2[nH]c(=O)[nH]c2c1 (stereo not given) | 0% | 5.1%
O=C(NCCCn1ccnc1)c1cccc(S(=O)(=O)Nc2ccccc2F)c1 | 1% | 1.4%
Cc1ccc(OCC(=O)c2cc(C)c(C)cc2C)c([N+](=O)[O-])n1 | / | -1.8%
CC(=O)N/N=C\c1cc(C)cc(/C=N\NC(C)=O)c1O | 2% | 14%
N#CCC(=O)Nc1ccccc1C(=O)O | 4% | 1.3%
CC(=O)Nc1n[nH]c(-c2ccc(C)cc2)c1C | -1% | 5.7%
Cc1ccccc1NC(=O)CCn1c(=O)oc2ccccc21 | -7% | 2.0%
Cc1c(NC(=O)CC(=O)Nc2c(C)n(C)n(-c3ccccc3)c2=O)c(=O)n(-c2ccccc2)n1C | 10% | -1.1%
CCCc1cc(=O)oc2c(C)c(OC(C)=O)ccc12 | 3% | 3.6%
COc1cccc(NC(=O)C(=O)NCc2cccnc2)c1 | 3% | -4.4%
CCOC(=O)C1=C(C)N=C2SC(C)C(=O)N2C1c1ccc(OC)cc1 (stereo not given) | 1% | -4.7%
Cc1ccc(C(=O)CCC(=O)Nc2cccnc2)cc1C | -7% | 3.2%
O=C(Nc1ccccn1)c1ccco1 | / | 2.8%
Cc1cc(NC(=O)c2cc3n(n2)C(C(F)(F)F)CC(c2ccco2)N3)n(-c2ccccc2)n1 (stereo not given) | / | 0.3%
CCn1c(SCC(=O)N2CCCc3ccccc32)nnc1-c1cccs1 | -10% | 0.7%
CC1(C)CC(=O)c2sc(NC(=O)CSC3=NCCS3)nc2C1 | -3% | 2.1%
Cc1ccc(N2CC(C(=O)Nc3cccnc3)CC2=O)cc1 (stereo not given) | -10% | 0.2%
CCOc1ccc(N(C(=O)Nc2ccccc2)C2=NCCC2)cc1 | / | 8.0%
c1ccc(-c2nc3ccccc3nc2N2CCOCC2)cc1 | 5% | -1.0%
CN1C(=O)CC(C(=O)O)SC1=Nc1cccc(C(F)(F)F)c1 (stereo not given) | -4% | -4.7%
COc1ccc(S(=O)(=O)N2CCCC2)cc1Br | -1% | -2.2%

In the list so far, three have a nitro group on carbon:
SMILES | MKP-3 inhibition | Hsp70 inhibitors
O=C(O)C(Cc1c[nH]c2ccccc12)NS(=O)(=O)c1ccccc1[N+](=O)[O-] (stereo not given) | 3% | -7.8%
CC(C)OP(=O)(OC(C)C)C(Nc1cccc([N+](=O)[O-])c1)c1cccc([N+](=O)[O-])c1 (stereo not given) | 3% | -7.8%
Cc1ccc(OCC(=O)c2cc(C)c(C)cc2C)c([N+](=O)[O-])n1 | / | -1.8%

Rewritten with values under each structure: part of the list above.
Order of values: MKP-3 inhibition | Hsp70 inhibitors
c1ccc(-c2nc3ccccc3nc2N2CCOCC2)cc1
→ 5% | -1.0%
CN1C(=O)CC(C(=O)O)SC1=Nc1cccc(C(F)(F)F)c1 (stereo not given)
→ -4% | -4.7%

Next records:
SMILES | MKP-3 inhibition | Hsp70 inhibitors
CCOC(=O)/C=C/C(=O)Nc1sc(Cc2ccccc2)c(C)c1C(N)=O | 2% | 1.0%
Cc1ccc(NC(=O)CSC2=C(C#N)C(c3ccco3)C3=C(CC(C)(C)CC3=O)N2)cc1 (stereo not given) | -33% | 3.4%
COC(=O)CNc1n[nH]c(=S)[nH]c1=O | 0% | 5.2%
COc1cccc(CNC(=O)C2CCN(S(=O)(=O)N3CCCC3)CC2)c1 | 2% | 1.9%
CC1(C)CC(=O)c2sc(NC(=O)CSc3nc4ccccc4[nH]3)nc2C1 | 1% | 1.9%
CCn1c2ccccc2c2cc(CN3CCN(Cc4cc(OC)c(OC)cc4[N+](=O)[O-])CC3)ccc21 | 6% | -1.2%
COc1cccc(/C=N/Nc2nc(N3CCCCC3)nc(N3CCCCC3)n2)c1O | 0% | 3.7%
CCOC(=O)C(CC(C)C)CP(=O)(O)CNC(=O)OCc1ccccc1 (stereo not given) | -11% | -0.8%
COc1ccc(Cl)cc1N(CC(=O)N1CCCCCC1)S(=O)(=O)c1ccc(C)c([N+](=O)[O-])c1 | 1% | -0.5%
C=C1c2cc(C)ccc2NC(=O)N1c1ccc(Cl)c(Cl)c1 | 1% | -0.4%
COc1ccc(Cn2nnnc2C(CC(C)C)N2CCN(c3ccccc3)CC2)cc1 (stereo not given) | 3% | 2.6%
O=C1c2ccc3c4c(ccc(c24)C(=O)N1Nc1ccccc1)CC3 | 3% | 3.3%
COc1ccc(N(CC(=O)NCc2ccccn2)S(=O)(=O)c2ccccc2[N+](=O)[O-])c(OC)c1 | -3% | 6.1%
O=C(CCCN1C(=O)c2ccccc2C1=O)Nc1ccc(Br)cn1 | -1% | -1.7%
CCOC(=O)c1ccc(NC(=O)COc2ccc(-n3cnnn3)cc2)cc1 | -5% | 6.0%
CCN1CCN(C(=O)c2cc3cc4ccc(OC)cc4nc3s2)CC1 | / | 0.4%
CC(C)CN(CC(C)C)S(=O)(=O)c1ccc(C(=O)N2CCOCC2)cc1 | -6% | 0.3%
COc1ccc(C2CC(c3ccccc3)=NN2c2ccc([N+](=O)[O-])cc2)cc1 (stereo not given) | 6% | -16%
CCOc1ccccc1CN1C(=O)NC(C)(c2ccccc2)C1=O (stereo not given) | -10% | -0.3%
CCCCCn1c(CCC(=O)Oc2ccccc2OC)nc2c1c(=O)[nH]c(=O)n2CCCC | / | 6.4%
Cc1nn(-c2ccccn2)c2nc(-c3cccs3)cc(C(=O)NCc3ccco3)c12 | / | 1.8%
O=C1ON=C(c2ccccc2)/C1=C\c1ccccc1OCc1ccccc1 | 4% | -1.6%
O=C(NCCOc1ccc(F)cc1)c1ccccc1-c1ccccc1 | -2% | 1.0%
CN1CN=C2SC3(COC(c4ccccc4Cl)OC3)C(=O)N2C1 (stereo not given) | 1% | -2.0%
O=[N+]([O-])c1cccc(/C=N\N2CCN(C(c3ccccc3)c3ccccc3)CC2)c1 | 6% | -1.4%
COc1cccc(/C=N/NC(=O)C(=O)N2CCCCCC2)c1OC | 0% | 2.4%
CCOc1ccccc1/C=N\N1CCN(c2ccccc2OC)CC1 | 3% | -2.3%
CCOc1ccc(S(=O)(=O)N2CCCCCC2)cc1 | / | 0.7%
O=C(Cn1nc(C(F)(F)F)c2c1CCC2)NC1CCCCC1 | -1% | 2.2%
O=C(NCc1ccccn1)c1ccc(CS(=O)(=O)Cc2ccc(Cl)cc2)o1 | 4% | 2.8%

SMILES | MKP-3 inhibition | Hsp70 inhibitors
N/C(=N\OC(=O)Cc1ccc(Cl)cc1)c1ccccn1 | 1% | -0.9%&0.4%
O=C(Nc1ccccc1F)c1cc(-c2ccco2)nc2ccccc12 | 0% | 3.5%
COc1ccc(S(=O)(=O)Nc2ccc3c(c2)OCO3)cc1C(=O)O | -11% | -2.3%
COc1ccc(-n2ncc3c(Nc4cccc(C)c4)ncnc32)cc1 | -1% | 0.8%
COC(=O)c1c(C)oc2ccc(OC(C)C(=O)O)cc12 (stereo not given) | 4% | 1.2%
O=C1c2ccccc2C(=O)c2c([N+](=O)[O-])ccc(N3CCCCC3)c21 | 3% | 8.2%
CN(c1ccccc1)c1ccc(/C=C2\N=C(c3ccccc3)OC2=O)cc1 | -2% | -27%
COc1ccccc1C1/C(=C(/O)c2ccccc2)C(=O)C(=O)N1CC(C)O (stereo not given) | -6% | -5.3%
COc1ccc(/C=C/C(=O)Nc2cc(C(F)(F)F)ccc2Cl)cc1 | 0% | 0.1%
COc1ccc(OCC(=O)N2c3ccc(C)cc3-c3c(ssc3=S)C2(C)C)cc1 | 3% | /
Cc1cc(=O)c(C(=O)O)cn1Nc1ccc(Cl)cc1 | / | 1.3%
COc1ccc(C(=O)c2ccc(OC)cc2)cc1 | 0% | 3.8%
COC(=O)C1=C(O)/C(=C\c2ccc(CNC(=O)C(=O)Nc3ccc(C)cc3)o2)N=C1C | / | 0.4%
COc1ccccc1NC(=O)C1=C(C)NC(=S)NC1c1ccccc1Br (stereo not given) | 4% | 1.2%
O=C(Oc1ccc(Cl)c2ccccc12)N1CCCCC1 | / | -1.5%
O=C(CCC1C(=O)OCN1C(=O)OCc1ccccc1)ONc1ccc([N+](=O)[O-])cc1 (stereo not given) | 0% | 0.7%
COc1cc(CC(=O)O)c(C(C)=O)cc1OC | -5%&4% | -2.7%&1.4%
CCCCOc1ccc(NC(=O)CSCC(=O)Nc2ccc3ccccc3c2)cc1 | 5% | 0.9%
C/C(=N\NC(=O)C(O)(c1ccccc1)c1ccccc1)c1ccc(Cl)s1 | 1% | 0.4%
O=C(NCc1nc2ccccc2[nH]1)c1ccc(Cl)c(S(=O)(=O)N2CCCC2)c1 | -4% | -0.5%
COCP(=O)(c1ccccc1)c1ccccc1 | -4% | 3.1%&-0.7%
CCOC(=O)COc1ccc(-c2nnc(-c3ccccc3)o2)cc1 | -7% | 8.7%
CCOC(=O)c1c(NC(=O)CCN2CCN(C)CC2)sc2c1CCCC2 | -2% | 2.4%
CCOc1ccccc1N=Cc1c(O)n(C)c(=O)n(C)c1=O | -2% | 2.1%
COc1cc(OC)cc(C(=O)Nc2cc3nn(-c4ccc(C)cc4)nc3cc2C)c1 | 3% | -3.1%
CCC(CO)NC(=O)c1ccc(-c2nn(C)c(=O)c3ccccc23)cc1 (stereo not given) | / | -1.5%
CCC(Nc1ccc(Br)cc1)C(=O)N/N=C/c1ccc(Cl)cc1Cl (stereo not given) | 5% | 0.0%
Cc1ccc2c(c1)C(=O)CCN2 | / | 5.0%
CCC1=[N+]([O-])C(C)(/C(C)=N\O)N(O)C1(C)C (stereo not given) | 5% | 7.8%
C=CC(=O)NC(NC(=O)C=C)c1ccc(F)cc1 | 2% | -5.3%

Entries from the list above containing an aryl thioether with sulfur outside any ring:
SMILES | MKP-3 inhibition | Hsp70 inhibitors
CCn1c(SCC(=O)N2CCCc3ccccc32)nnc1-c1cccs1 | -10% | 0.7%
CC1(C)CC(=O)c2sc(NC(=O)CSc3nc4ccccc4[nH]3)nc2C1 | 1% | 1.9%

Additional structures follow.
SMILES | MKP-3 inhibition | Hsp70 inhibitors
O=c1oc(-c2ccc(Br)o2)nc2ccccc12 | / | -3.7%
Cc1ccc2nc(SCC(=O)Nc3cc(C)on3)[nH]c2c1 | 3% | 8.9%
Cc1cc2c(NCC(C)O)ncnc2s1 (stereo not given) | / | -2.9%
CSc1ccccc1NC(=O)c1cccs1 | -14% | /
COc1ncnc2c1N[C@@](C)(O)c1c(F)c(F)c(F)c(F)c1S2 | -12% | 2.7%
CCOc1ccc2nc(NS(=O)(=O)Cc3ccccc3)sc2c1 | / | 1.9%
Cc1c(C(=O)O)oc2c3c(ccc12)OCCO3 | -2% | 5.8%
O=C(O)CCC(=O)NNc1nc(-c2ccccc2)c2cc(Cl)ccc2n1 | 0% | -4.2%
COc1ccccc1NC(=O)Nc1ccnn1Cc1cccs1 | -15% | 10%
O=C(c1ccc(F)cc1)N1CCc2ccccc21 | -1% | -3.5%
CC(=O)Nc1ccc(NC(=O)CSc2nccn2Cc2ccccc2)cc1 | -6% | 8.6%
Cc1cc(NC(=O)c2ccc([N+](=O)[O-])cc2)ccc1-c1cc2ccccc2oc1=O | 8% | -2.5%
CCc1nc(Nc2ccncc2)c2oc3ccccc3c2n1 | 1% | -1.9%
O=C(NCCCNCc1ccccc1)c1ccncc1 | -4% | -1.2%
COCCN(C(=O)Nc1ccccc1)c1ccccc1C | -10% | 8.0%
Cc1cc(C)cc(NC(=O)CSc2nnc(CN3CCOCC3)n2C)c1 | / | -2.0%
Cc1cccc(N(C)c2cc(C)nc3nc(C)nn23)c1 | -2% | -3.6%
CC(=O)Nc1sc2c(c1C#N)CC(C)(C)NC2(C)C | -7% | -2.8%
Cc1cccc(N2CCN(C(=O)Cc3ccc(Br)cc3)CC2)c1C | / | 1.5%
CCCc1cc(=O)[nH]c(SCC(=O)N(CC(C)C)C2CCS(=O)(=O)C2)n1 (stereo not given) | -2% | 4.3%
CCc1ccc2[nH]c(=O)c(CN(CCN3CCOCC3)C(=O)Nc3ccccc3F)cc2c1 | 4% | -2.7%
C/C(=N/NC(=O)C(=O)N/N=C(/C)c1ccccc1)c1ccccc1 | 0% | 0.6%
O=c1[nH]c2cc3c(cc2cc1CN(CCc1ccccc1)Cc1nnnn1CC1CCCO1)OCO3 (stereo not given) | / | 10%
CC(=O)OCN(C#N)c1nc(N(C)C)nc(N(C)C)n1 | -13% | 4.8%
Cc1ccc(NS(=O)(=O)c2ccc(NS(=O)(=O)c3cccs3)cc2)cc1 | / | 0.8%
CC1(C)c2ssc(=S)c2-c2ccccc2N1C(=O)c1ccco1 | -3% | 2.5%
O=C(CSc1nc2ccccc2[nH]1)Nc1ccc(F)c(F)c1 | / | 11%

An excerpt, so the mix of outcomes need not match the whole.
